ERK EGF block: blocks ERK signaling stimulated by EGF; HEK293-V1b, EGF-stimulated phospho-ERK AlphaScreen; Potency, µM (highest dose often 11.5 µM), without a hit: at the top dose activity change, negative = inhibition, most hits filed as inhibitors; 130,000 compounds, 0.41% hits; AID 1454; active = well fitted inhibition curve with a large enough effect; inconclusive = small, poorly fitted or top-dose-only effect, or effect the other way;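 also: plate controls were stimulated vehicle wells for no effect and unstimulated vehicle basal for full effect; nearly all actives have a fitted effect of over 55% in size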
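V1b-HEK293, 1% FBS o/n; cpd 30 min 37C; EGF 25 nM final, 5 min; lyse 10 min; AlphaScreen beads 5 h RT. Normalized DMSO basal vs EGF max; Hill AC50.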
Active calls of the source: *; ? = inconclusive; [ ] = remark or other dose. Potency is read from the fitted curve at half-maximal effect. The list is partial; count on the stated rates, not on these rows.

Start of the listing, in advance:
SMILES	ERK EGF block
CC(=O)N1CCC(=NNc2ccnc3cc(Cl)ccc23)CC1	8%
O=C(CP(=O)(c1ccccc1)c1ccccc1)Nc1cccc(CP(=O)(c2ccccc2)c2ccccc2)c1	6%[57.5 µM]
COCCCN=Cc1c(C)[nH]n(-c2ccc(Br)c(C)c2)c1=O	-1%
O=C1C2C3CCC(C3)C2C(=O)N1Cc1ccco1 (stereo unspecified)	-7%
Cn1c(=O)c2c(nc(NNC(=O)C(F)(F)F)n2C)n(C)c1=O	-9%
C#CCOCCOCCOCCNc1nc(N2CCN(C(=O)Cn3cc(CCCCN)nn3)CC2)nc(N2CCN(C(=O)Cn3cc(CC(C)O)nn3)CC2)n1 (stereo unspecified)	-11%

Results, previewed entries included:
SMILES	ERK EGF block
CC(=O)N1CCC(=NNc2ccnc3cc(Cl)ccc23)CC1	8%
O=C(CP(=O)(c1ccccc1)c1ccccc1)Nc1cccc(CP(=O)(c2ccccc2)c2ccccc2)c1	6%[57.5 µM]
COCCCN=Cc1c(C)[nH]n(-c2ccc(Br)c(C)c2)c1=O	-1%
O=C1C2C3CCC(C3)C2C(=O)N1Cc1ccco1 (stereo unspecified)	-7%
Cn1c(=O)c2c(nc(NNC(=O)C(F)(F)F)n2C)n(C)c1=O	-9%
C#CCOCCOCCOCCNc1nc(N2CCN(C(=O)Cn3cc(CCCCN)nn3)CC2)nc(N2CCN(C(=O)Cn3cc(CC(C)O)nn3)CC2)n1 (stereo unspecified)	-11%
CCOC(=O)/C(C#N)=C1/C(=O)N(Cc2ccccc2)c2ccccc21	12%
CSc1nsc(/C=C/Nc2ccc(C)c(C)c2)c1C#N	2%
CC1=C(C(=O)Nc2cc(C)ccn2)C(c2cnn(C)c2)C2=C(CC(c3ccccc3)CC2=O)N1 (stereo unspecified)	-4%
COc1cc(/C=N/NC(=O)CN2CCCCC2)ccc1OCc1ccc(Br)cc1	2%
CCCn1c(NC(=O)c2ccc(F)cc2)nc2ccccc21	-5%
Cc1ccc(CCc2nnc(SCC(=O)Nc3cccc(Cl)c3)n2-c2ccccc2)o1	-3%
COc1ccc(OC)c(NC(=S)NCC(c2cccnc2)N2CCOCC2)c1 (stereo unspecified)	-1%[57.5 µM]
O=C(NC(=S)NNC(=O)c1ccc(Cl)cc1Cl)c1cccnc1	5%
COc1ccc(C(=O)N/N=C/c2ccc3cccc(O)c3n2)cc1	-14%[57.5 µM]
CCc1cc(CNC(=O)CC2C(=O)NCCN2Cc2ccccc2C(F)(F)F)on1 (stereo unspecified)	-11%[57.5 µM]
CC1=NN(C(=O)c2c(Br)c(C)nn2C)C(O)(C(F)(F)F)C1 (stereo unspecified)	-9%
N/C(=N\OC(=O)c1ccc2c(c1)OCO2)c1cccc(Br)c1	-13%
COc1cc(C(C)=O)ccc1COc1ccc(C(=O)OCC(=O)NC2CCS(=O)(=O)C2)cc1OC (stereo unspecified)	0%
Cc1ccc(SCc2nc3ncccn3c2Br)cc1	-1%[57.5 µM]
COc1ccc(S(=O)(=O)N(C)C)cc1NCC(=O)Nc1cccc(C#N)c1	-2%
CSc1nc2c(cc1C#N)CCCCC2	1%
C=CCNCCCCOc1ccccc1-c1ccccc1	0%
COc1ccc(C2CC(=O)N(c3ccccc3)C3=C2C(=O)CCC3)cc1 (stereo unspecified)	-4%[57.5 µM]
C[C@@H]1NC(=O)c2cc([N+](=O)[O-])cc(I)c2OCC[C@@H](C(=O)NC(CC(=O)O)C(N)=O)NC(=O)[C@H](CCC(=O)O)NC1=O (stereo partly specified)	2%
CCn1c(=O)c(C(=O)Nc2ccccc2C)c(O)c2ccccc21	-5%
CN1CCN(c2nc(-c3cccs3)cs2)CC1	-12%
COc1ccc(-c2nc3c(c4nnc(SC(C)C(=O)Nc5ccccc5)n24)COC(C)(C)C3)cc1 (stereo unspecified)	-14%
CCOC(=O)c1c(NC(=O)CSc2ncnc3[nH]ncc23)sc2c1CCC(C)C2 (stereo unspecified)	-6%
Cc1ccc2c(c1)c(N=Nc1cccc(C(=O)O)c1)c(O)n2C	2%[57.5 µM]
O=C(Nc1nccs1)C1CCN(S(=O)(=O)c2cccs2)CC1	7%
O=[N+]([O-])c1cc(S(=O)(=O)N2CCCC2)ccc1SCCO	1%
COC(=O)c1ccc(COc2ccccc2/C=C(\C#N)C(=O)Nc2ccc(C)cc2)cc1	2%
O=C1C=C(Nc2ccccc2)C(=O)c2ccccc21	25µM*
Clc1cccc(N2CCN(Cc3nnc(-c4ccccc4)o3)CC2)c1	13%
CCOC(=O)C1(C)NC(c2ccco2)C2C(=O)N(c3ccccc3)C(=O)C21 (stereo unspecified)	-11%
COC(=O)c1scc(C)c1NC(=O)C(Cl)c1ccccc1 (stereo unspecified)	-5%
O=C(CSc1ccccn1)NC1CCCC1	3%
Cc1ccnc(NS(=O)(=O)c2ccc(NC(=O)CN3C(=O)CCC3=O)cc2)n1	5%
COc1ccc2nc(NC(=O)c3ccc(NS(=O)(=O)c4cccs4)cc3)sc2c1	?
COc1ccc(OC)c(Cc2nnc(CCC(=O)NCc3ccsc3)o2)c1	-4%
CN(CC(=O)Nc1ccc(N2CCOCC2)cc1)Cc1cc(=O)n2ccsc2n1	-5%
Cc1cccc(N2CCN(C(=O)c3ccc(CNc4c(N5CCC(C)CC5)c(=O)c4=O)cc3)CC2)c1C	2%
COc1cc(/C=C/c2nc3ccc([N+](=O)[O-])cc3s2)ccc1OCC(=O)O	-10%[57.5 µM]
O=C(Nc1ccccc1Cl)c1ccc2c(c1)N(Cc1ccc(F)cc1)C(=O)CS2=O (stereo unspecified)	-1%
CC1(C)OC(c2ccccc2)=C/C(=C/C=C2C(=O)c3ccccc3C2=O)O1	?
COc1ccc(C(=O)N2CCC3(CC2)CN(c2ccccc2)C3)cc1	1%
COc1ccc(/C=N/NC(=S)Nc2cccc(C(=O)O)c2)cc1OC	0%
O=C(Nc1ccc(CN2CCS(=O)(=O)CC2)cc1)c1ccc(F)cc1	-7%[57.5 µM]
CC(C)(C)NC(=O)NC(=O)CN1CCC(Cc2ccccc2)CC1	37%

5 compounds out of the list, sorted by molar mass, lowest first:
SMILES	ERK EGF block
CC(C)(C)NC(=O)NC(=O)CN1CCC(Cc2ccccc2)CC1	37%
O=C(Nc1ccc(CN2CCS(=O)(=O)CC2)cc1)c1ccc(F)cc1	-7%[57.5 µM]
COc1ccc(OC)c(Cc2nnc(CCC(=O)NCc3ccsc3)o2)c1	-4%
O=C(Nc1ccccc1Cl)c1ccc2c(c1)N(Cc1ccc(F)cc1)C(=O)CS2=O (stereo unspecified)	-1%
Cc1cccc(N2CCN(C(=O)c3ccc(CNc4c(N5CCC(C)CC5)c(=O)c4=O)cc3)CC2)c1C	2%

(more compounds)
SMILES	ERK EGF block
O=C(c1cc(-c2ccccc2)nc2ccccc12)N1CCCc2ccccc21	6%
CC(C)N(C(=O)CC1ON(C)C(=O)N1c1ccc(Cl)cc1)C(C)C (stereo unspecified)	3%
O=C(O)CCC(=O)NCC(=O)c1ccc(F)cc1	-6%[57.5 µM]
COc1ccccc1NC(NC(=O)c1cccnc1)C(Cl)(Cl)Cl (stereo unspecified)	-7%
O=C(COC(=O)/C=C/c1cccc(Cl)c1)Nc1ccccc1-c1ccccc1	11%
Cc1cc(C(=O)NNC(=O)c2nn(C)c(=O)c3ccccc23)c(C)o1	1%
COc1ccc(OC(C)C(=O)NCCc2nc3ccccc3[nH]2)cc1 (stereo unspecified)	-14%
CN(C)c1c2ccccc2nc2c(F)c(F)c(F)c(F)c12	5%
CCSc1nc(=S)n(Cc2ccccc2)c(C)c1C(C)=O	6%
O=c1[nH]c(/C=C/c2cccnc2)c([N+](=O)[O-])c(=O)[nH]1	-3%

Quoted at random: 3 records from the list
SMILES	ERK EGF block
CN1CCN(c2nc(-c3cccs3)cs2)CC1	-12%
CCCn1c(NC(=O)c2ccc(F)cc2)nc2ccccc21	-5%
CC1=C(C(=O)Nc2cc(C)ccn2)C(c2cnn(C)c2)C2=C(CC(c3ccccc3)CC2=O)N1 (stereo unspecified)	-4%

The results go on:
SMILES	ERK EGF block
Cc1cccc(-n2nc3c(c2NC(=O)c2ccco2)CS(=O)(=O)C3)c1C	-18%
O=C(O)CC(NC(=O)C(c1ccccc1)c1ccccc1)c1ccc(F)cc1 (stereo unspecified)	-9%
Cc1cc(N/N=C/c2ccc(O)cc2O)nc(N2CCOCC2)n1	-5%[57.5 µM]
Nc1ccc(CNc2ncn[nH]2)cc1	-14%[57.5 µM]
COc1ccc(/C=C/C(=O)c2ccc3ccccc3c2O)cc1CN1CCOCC1	?
O=C1COc2ccc(C(=O)c3ccccc3C(=O)O)cc2N1	-6%
O=C(CNC(=O)c1ccco1)N/N=C/c1cccs1	5%[57.5 µM]
O=C(O)/C=C/C(=O)NCCC1=CCCCC1	-17%
Cc1ccc(NC(=O)CCC(=O)NNC(=O)c2ccccc2[N+](=O)[O-])c(C)c1	-9%
CC(=O)c1c(O)ccc2c(-c3ccccc3)cc(=O)oc12	9%
COC(=O)Cn1c(=NC(=O)c2sc3ccccc3c2Cl)sc2cc(S(N)(=O)=O)ccc21	-6%
COc1ccccc1C(=O)C1CCCN(C(=O)CSc2ccccn2)C1 (stereo unspecified)	-4%
Cc1ccc(C2=NN=C(NC(=O)CSc3nncn3C)SC2)cc1	-14%
CC1CC(C)CN(C(=O)/C=C/c2ccc([N+](=O)[O-])s2)C1 (stereo unspecified)	-4%
O=C(COC(=O)c1ccc(NS(=O)(=O)c2cccs2)cc1O)Nc1ccc(F)cc1	7%[57.5 µM]
COc1cccc(OCc2nc(-c3cccc([N+](=O)[O-])c3)no2)c1	3%
O=C1c2ccccc2C(=O)c2cc(S(=O)(=O)Nc3ccccc3)ccc21	?
Cc1ccc(NS(=O)(=O)c2ccc(NC(=O)c3cccs3)cc2)c(C)c1	?
Cc1ccc(N(C(=O)c2csnn2)C(C(=O)NC(C)(C)C)c2ccccn2)cc1 (stereo unspecified)	5%
COc1ccc(Cl)cc1NC(=S)N1CCN(S(C)(=O)=O)CC1	6%[57.5 µM]
CCC(=O)N1C(C(=O)N2CCCC2)CSC1c1ccc(OC)cc1 (stereo unspecified)	-1%
COc1cccc(/C=C2\SC(=S)NC2=O)c1OS(=O)(=O)c1ccc(NC(C)=O)cc1	-7%
CN(C)CCCN1C(=O)C(O)=C(C(=O)c2cccs2)C1c1cccc([N+](=O)[O-])c1 (stereo unspecified)	-4%
CC1CCc2cc(F)ccc2N1C(=O)c1ccncc1 (stereo unspecified)	-5%
COc1cc(NC(=O)COC(=O)CSc2ccccc2F)c(C)cc1[N+](=O)[O-]	-4%
Cc1ccc(N=N/C(=C\O)C(=O)c2ccc(Cl)cc2)cc1	6%
CC(C)c1cc(C(=O)OCC(=O)NC(=O)NCc2ccco2)c(O)c(C(C)C)c1	5%
COC(=O)CCC(=O)OC1(C)C(=O)C=C2C=C(C3CC3)N(CCCCO)C=C2C1=O (stereo unspecified)	-6%[57.5 µM]
CN(C)S(=O)(=O)c1ccc(C(=O)OCC(=O)NCc2ccco2)cc1	37%
Cc1ccccc1NC(=O)C1CC(=O)N(Cc2ccccc2)C1 (stereo unspecified)	8%
CCOC(=O)c1cc2c(=O)n3ccccc3nc2n(Cc2ccco2)c1=NC(=O)c1ccc(OC)cc1	2%
Clc1ccc(-c2ccccc2)nn1	13%[57.5 µM]
COC(=O)[C@H]1C[C@@H]1[C@H](NC(=O)c1cccnc1)c1ccccc1	-4%
C/C=C/c1cc(CN2CCN(c3ccc(OC)cc3)CC2)c(O)c(OC)c1	?
O=S(=O)(NCc1ccccc1)c1ccccc1Br	3%[57.5 µM]
COc1ccccc1CN1CCCC2(CCN(C(C)=O)CC2)C1	1%
C=C(C)C(=O)Nc1cccc(C2=NOC3(C2)C[C@@H](C(N)=O)N(C(=O)/C=C/CC)C3)c1 (stereo partly specified)	-8%[57.5 µM]
CCOC(=O)c1ccccc1NC(=O)c1n[nH]c(=O)c2ccccc12	11%
CN(C)C(=O)c1cccn(Cc2cccc(C(F)(F)F)c2)c1=O	1%
CCOC(=O)C1=C(N)N(c2cc(S(=O)(=O)N3CCOCC3)ccc2Cl)C(=O)C1	-1%
CCc1nnc(NC(=O)C2CCCCN2S(=O)(=O)c2ccccc2)s1 (stereo unspecified)	-1%
CCOC(=O)NC(=O)CSc1nc2ccc(C)cc2[nH]1	1%
CN1CCN(CC(=O)NN2CC(=O)N(c3ccc(F)cc3)CC2=O)CC1	2%[57.5 µM]
CS(=O)(=O)N1CCC2(CCCN(c3ccncc3)C2)CC1	-10%
COc1ccc(C2CC(c3ccc4ccccc4c3OC(C)=O)=NN2C(=O)/C=C/c2ccccc2)cc1 (stereo unspecified)	3%
COC(=O)c1[nH]c2cc(OC)ccc2c1N=CN(C)C	0%[57.5 µM]
O=C(c1nc2ccccc2[nH]1)c1ccccc1[N+](=O)[O-]	-5%[57.5 µM]
Cc1ccc(S(=O)(=O)NC2(C(F)(F)F)C(=O)Nc3c2c(=O)[nH]c(=O)n3-c2ccccc2)cc1 (stereo unspecified)	-1%
CN(C)c1nc(Nn2cnnc2)nc(N(C)C)n1	-9%[57.5 µM]
O=C(COc1cccc(NC(=O)c2cccs2)c1)c1ccc(F)cc1	6%

Continued.
SMILES	ERK EGF block
CCOC(=O)C1=C(C)NC(=O)NC1c1ccc(-c2ccccc2F)o1 (stereo unspecified)	-6%
O=C(CCl)Nc1ccc(-c2ccccc2)cc1	3%
Cc1ccc(NC(=O)COC(=O)Cn2cnc3ccccc32)c([N+](=O)[O-])c1	3%
COc1ccc(/C=C2\CCCC3C2=NN(C(=O)CSc2n[nH]c(N)n2)C3c2ccc(OC)cc2)cc1 (stereo unspecified)	6%
O=c1c(Cl)c(Cl)cnn1Cc1nnc(-c2ccc(Cl)cc2)o1	-5%
CC12CCC(C(=O)Nc3ccc(Cl)cc3)([C@H](Br)C1=O)C2(C)C (stereo partly specified)	1%[57.5 µM]
COc1ccc(C(c2sc3ncnn3c2O)N2CC(C)OC(C)C2)cc1OC (stereo unspecified)	-11%

Screening results as filed in PubChem BioAssay.
